SKKanGAS inh: inhibitors of SKKanGAS S. pyogenes growth in kanamycin (SK-promoter or general growth effect); BacTiter-Glo, 6 h; inhibition, % at 7.5 µM; 300,000 compounds, 1.3% hits; AID 1662;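 active = mean replicate score, as percent of positive control median, at least 50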;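 also: strain carries kanamycin resistance gene driven by streptokinase promoter and grows in 40 µg/ml kanamycin; loss of luminescence reflects streptokinase promoter inhibition or plain growth inhibition; 0% = median of DMSO wells and 100% = positive control at its reference dose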
KCNQ1 act: human KCNQ1 channel potentiation or activation; P51787; CHO-K1 KCNQ1, thallium flux FluxOR fluorescence; stronger effect = higher value; B-score at 10 µM; 310,000 compounds, 0.35% hits;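 active = fluorescence ratio B-score, a plate-corrected score, at least three library SD, with initial intensity B-score within 5 SD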
Target sequence (P51787 whole entry, looked up): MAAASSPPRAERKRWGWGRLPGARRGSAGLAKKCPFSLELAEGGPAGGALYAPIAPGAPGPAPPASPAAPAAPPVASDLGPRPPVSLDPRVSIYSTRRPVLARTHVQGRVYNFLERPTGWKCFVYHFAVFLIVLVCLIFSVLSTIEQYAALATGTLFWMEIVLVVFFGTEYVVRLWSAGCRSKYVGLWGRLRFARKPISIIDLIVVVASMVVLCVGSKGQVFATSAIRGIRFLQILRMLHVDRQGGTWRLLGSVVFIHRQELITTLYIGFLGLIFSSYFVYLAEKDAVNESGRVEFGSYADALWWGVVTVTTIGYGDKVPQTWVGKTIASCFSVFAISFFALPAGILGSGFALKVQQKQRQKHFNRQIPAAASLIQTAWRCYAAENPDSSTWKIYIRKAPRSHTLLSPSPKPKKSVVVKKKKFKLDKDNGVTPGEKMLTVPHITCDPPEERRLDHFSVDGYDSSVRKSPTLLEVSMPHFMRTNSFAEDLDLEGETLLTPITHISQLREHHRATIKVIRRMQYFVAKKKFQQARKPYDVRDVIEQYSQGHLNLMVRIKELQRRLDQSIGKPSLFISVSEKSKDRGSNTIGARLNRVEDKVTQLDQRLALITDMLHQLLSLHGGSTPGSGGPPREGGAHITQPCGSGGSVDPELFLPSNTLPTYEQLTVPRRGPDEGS
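Medium – assay buffer, equal DMSO in all wells · Material – CHO-K1 cell line with stable KCNQ1 potassium channel expression · Signal – kinetic FluxOR thallium fluorescence, 10-s 1-Hz baseline, 110-s post-stimulus read · Compound – single concentration per compound, DMSO matched to controls · Schedule – 37 °C overnight plating, 90-min dark dye load, 20-min compound pretreatment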
KCNQ1 inh: human KCNQ1 channel inhibition | P51787 | CHO-K1 KCNQ1, FluxOR thallium flux fluorescence; stronger effect = higher value | B-score at 10 µM | 310,000 compounds, 1.3% hits | AID 2642;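 active = compounds whose thallium flux B-score, printed positive for inhibition, exceeds three library SD while starting fluorescence stays within three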;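 also: channel opened by potassium depolarization with thallium stimulus after 20 min compound exposure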
KCNK9 block: blocks the human KCNK9 two-pore domain potassium channel; HEK293 KCNK9, FluxOR thallium flux fluorescence; stronger effect = lower value; B-score at 10 µM; 310,000 compounds, 1.2% hits; AID 488922;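 active = ratio B-score over 3 SD below the library mean, with starting fluorescence within 5 SD of its mean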;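 also: negative B-score means less thallium flux so channel inhibition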
hERG protect: hERG (human) protection from proarrhythmic block. AID 1511. activation (rescue from dofetilide block), less the hit threshold, % at 10 µM. 310,000 compounds, 0.51% hits. CHO-hERG, FluxOR thallium flux, dofetilide IC70 present;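 active = activation above the mean of controls blocked by dofetilide plus 5 SD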;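 also: thallium influx through hERG after potassium depolarization seen as dye fluorescence rise; in these data hits start at about 4.7%; inactives centre near -7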
HDAC3 inh: inhibitors of human histone deacetylase 3 | recombinant HDAC3, fluorogenic peptide/trypsin coupled, fluorescence | O15379 | AID 2718 | 320,000 compounds, 0.15% hits | inhibition, % at 8.3 µM; in the data active = inhibition above about 26%, passing the limit was not always enough
ANO1 block: mouse TMEM16A channel inhibition, primary screen | Q8BHY3 | HEK293 TMEM16A/YFP iodide influx fluorescence, ionomycin | normalized B-score (activity score, 25-100; higher = stronger inhibition) at 10 µM | 310,000 compounds, 1.2% hits | AID 588511;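 active = ratio plate-corrected score three or more library SD toward inhibition, starting fluorescence score within five deviations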;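 also: score derived from kinetic fluorescence span divided by baseline fluorescence per well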
ANO1 activ: activates or potentiates the mouse TMEM16A chloride channel. Q8BHY3. HEK293 TMEM16A/YFP-H148Q/I152L, iodide quench fluorescence; stronger effect = lower value. B-score at 10 µM. 340,000 compounds, 0.3% hits. AID 623877;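 active = fluorescence-ratio B-score plate-corrected deviation score at least 3 library SD below zero, with starting fluorescence score within 5 deviations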;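 also: channel opened by trigger with iodide after compound preincubation; score built on the fluorescence ratio of max minus min over baseline; more negative score means more quench and so TMEM16A activation or potentiation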
KCNK3 inh: human KCNK3 channel inhibition, primary screen; CHO-KCNK3 thallium flux, FluxOR fluorescence; stronger effect = lower value; 340,000 compounds, 0.84% hits; B-score at 10 µM; O14649;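 active = B-score under library mean minus 4 SD, starting fluorescence ratio at most library mean plus 5 SD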;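 also: more negative B-score means stronger inhibition of thallium flux through KCNK3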
Target sequence (O14649 whole entry, looked up): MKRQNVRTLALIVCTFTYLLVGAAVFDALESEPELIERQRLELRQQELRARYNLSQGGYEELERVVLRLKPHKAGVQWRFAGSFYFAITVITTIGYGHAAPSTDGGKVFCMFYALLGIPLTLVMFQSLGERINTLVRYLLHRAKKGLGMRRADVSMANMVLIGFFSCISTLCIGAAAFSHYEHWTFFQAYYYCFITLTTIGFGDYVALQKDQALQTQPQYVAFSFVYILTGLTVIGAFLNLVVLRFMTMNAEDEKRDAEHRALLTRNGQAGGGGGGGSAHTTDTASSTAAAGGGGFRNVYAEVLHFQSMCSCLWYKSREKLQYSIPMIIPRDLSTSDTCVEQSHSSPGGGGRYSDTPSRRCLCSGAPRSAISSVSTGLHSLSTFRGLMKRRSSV
RGS4 act: potentiators or activators of RGS4; HEK293 M3R/inducible RGS4, carbachol calcium flux Fluo4; stronger effect = lower value; B-score at 10 µM; 310,000 compounds, 0.92% hits; AID 463111;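 active = B-score of the integrated calcium signal more than 4 SD below the library mean, with starting fluorescence not abnormally high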;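 also: negative B-score means reduced calcium response which marks RGS4 activation or potentiation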
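Assay system: Inducible-RGS4 HEK293 cells carrying M3 receptor | Schedule: Compound preincubation 20 min at room temperature before agonist | Signal: Kinetic calcium fluorescence imaging with Fluo4-AM dye, 2 µM | Read-out basis: B score from integrated fluorescence ratio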
RGS4 inh: human RGS4 inhibition; HEK293 M3R/RGS4 inducible, Fluo-4 calcium flux; stronger effect = higher value; triggered by carbachol at its EC20; 310,000 compounds, 0.45% hits; P49798; AID 463165; B-score at 10 µM;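 active = B-score, a plate-corrected calcium signal, over three deviations above library mean, with baseline fluorescence within five deviations of library mean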;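 also: RGS4 expression induced by doxycycline in cells with stable M3 receptor; B-score is computed from the integrated fluorescence ratio over baseline after carbachol; higher B-score means a larger calcium signal and so more RGS4 inhibition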
* = called active by the depositor; i = inactive; nt = no result given. No enrichment for hits. Share with any hit: about 6.3%.

SMILES	SKKanGAS inh	KCNQ1 act	KCNQ1 inh	KCNK9 block	hERG protect	HDAC3 inh	ANO1 block	ANO1 activ	KCNK3 inh	RGS4 act	RGS4 inh
Cn1c(SCC(=O)N2CCOCC2)nnc1-c1cnccn1	0	i	i	i	-7	1	i	i	i	i	i
Cc1c(C(=O)N2CCCCC2)sc(NC(=O)C2CC2)c1C#N	8	i	i	i	-5	14	i	i	i	i	i
COC(=O)COc1ccc2oc(=O)cc(C)c2c1	-5	i	i	i	-11	3	i	i	i	i	i
CC1(C)NC(=O)N(CC(O)CN2CCOCC2)C1=O (stereo not given)	-13	i	i	i	-14	1	i	i	i	i	i
CCOC(=O)C(C)Oc1cccc2c(=O)n(CC(=O)NCc3ccc4c(c3)OCO4)ccc12 (stereo not given)	-6	i	i	i	-4	12	i	i	i	i	i
O=C(NC1CCCC1)C1CCN(C(=O)c2ccc(Cl)cc2Cl)CC1	2	i	i	i	-5	3	i	i	i	i	i
O=C(COC(=O)c1ccccc1Cc1ccccc1)Nc1ccc(SC(F)F)cc1	30	i	7*	i	-8	4	i	i	i	i	i
COc1ccccc1CNC(=O)c1ccc(C)s1	-6	i	i	i	-9	0	i	i	i	i	i
COc1ccccc1NC(=O)C(C)N1C(=O)c2ccccc2C1=O (stereo not given)	-15	i	i	i	-6	6	i	i	i	i	i
Cc1ccc2c(c1)nnn2C1CCN(CC(=O)NCCc2ccccc2)CC1	-2	i	i	i	-1	-3	i	i	i	i	i
COc1ccc(NC(=O)C2C3CCC(O3)C2C(=O)O)c(C)c1 (stereo not given)	9	i	i	i	-6	6	i	i	i	i	i
c1ccc(N(c2ccccc2)c2nc(-n3ccnc3)nc(-n3ccnc3)n2)cc1	12	i	i	i	-6	-2	i	i	i	i	i
Nc1nonc1-n1nnc(C(=O)N/N=C/c2cccc(Cl)c2)c1-c1cccs1	0	i	i	i	0	3	i	i	i	i	i
c1ccn2cc(CSc3nnc4ccccn34)nc2c1	-4	i	i	i	0	5	i	i	i	i	i
COc1ccc(C2c3c(-c4cc(Cl)c(C)cc4O)n[nH]c3C(=O)N2Cc2cccnc2)cc1OC (stereo not given)	12	i	i	i	-16	7	i	i	i	i	i

The closing 2 entries of the section before are carried over, then new ones follow.
SMILES	SKKanGAS inh	KCNQ1 act	KCNQ1 inh	KCNK9 block	hERG protect	HDAC3 inh	ANO1 block	ANO1 activ	KCNK3 inh	RGS4 act	RGS4 inh
c1ccn2cc(CSc3nnc4ccccn34)nc2c1	-4	i	i	i	0	5	i	i	i	i	i
COc1ccc(C2c3c(-c4cc(Cl)c(C)cc4O)n[nH]c3C(=O)N2Cc2cccnc2)cc1OC (stereo not given)	12	i	i	i	-16	7	i	i	i	i	i
Cc1ccc(C)c(NC(=O)Cn2nnc(C(=O)Nc3c(C)cccc3C)c2N)c1	2	i	i	i	-3	1	i	i	i	i	i
O=C(N/N=C/c1ccc(OC(F)F)cc1)c1ccc(Br)cc1	-5	i	i	i	-5	1	i	i	i	i	i
OCC1CCCN(C(=S)Nc2ccc(Nc3ccccc3)cc2)C1 (stereo not given)	5	i	i	i	-5	-1	i	i	i	i	i
COCCCNCCOc1ccc(C)cc1[N+](=O)[O-]	-6	i	i	i	-7	-11	i	i	i	i	i
Cc1cccc(N2CCN(C(=O)COc3ccc4ccc(=O)oc4c3)CC2)c1C	2	i	i	i	-9	3	i	i	i	i	i
Cc1ccc(N2CC(C(=O)Nc3nnc(SCC(=O)NCC4CCCO4)s3)CC2=O)cc1C (stereo not given)	18	i	i	i	-10	3	i	i	i	i	i
CCOC(=O)C1CCN(C(=O)c2ccc3c(c2)NC(=O)/C(=C/c2ccccc2)S3)CC1	6	i	i	i	-5	2	i	-50*	i	i	i
O=C(Nc1ccc(C(=O)NCC2CCN(Cc3ccccc3F)CC2)cc1)C1=CSCCO1	-4	i	i	i	-3	-1	i	i	i	i	i
CC1Sc2ccc(S(=O)(=O)N3CCN(c4cccc(Cl)c4)CC3)cc2NC1=O (stereo not given)	18	i	i	i	-1	2	i	i	i	i	i
O=C(NC(Cc1ccccc1)C(=O)O)/C(=C/c1ccc([N+](=O)[O-])cc1)NC(=O)c1ccco1 (stereo not given)	-7	i	i	i	-8	8	i	i	i	i	i
CNc1ccc(Br)cc(C(=O)/C=C/c2cccc(OC)c2)c1=O	6	i	i	i	-13	5	i	i	i	i	i
COc1ccc(CN=C2NN=C(c3ccc(Cl)cc3)CS2)cc1	-3	i	i	i	-9	7	i	i	i	i	i
O=C1C=C(c2ccc(Cl)cc2)C(=O)N1Nc1ccccc1	38	i	i	i	-9	3	i	i	i	i	i
CC(C)(C)c1ccc(OCC(=O)NCc2ccco2)c(Br)c1	7	i	i	i	-9	1	i	i	i	i	i
COC(=O)Nc1ccc(C)cc1NC(=O)OC	-1	i	i	i	-18	9	i	i	i	i	i
O=C(CN1CCOc2ccccc21)NC1CCCCCCC1	-10	i	i	i	-6	0	i	i	i	i	i
COc1ccc(OC)c(/C=N/NC(=O)c2csc3ccccc23)c1	-12	i	i	i	-3	3	i	i	i	i	i
O=C(NC1CCN(S(=O)(=O)c2ccc(F)cc2)CC1)c1ccc(F)cc1	1	i	i	i	-8	-7	i	i	i	i	i
CCOC(=O)C1=C(N)OC2=C(C(=O)CC(C)(C)C2)C1c1ccccc1OC (stereo not given)	-9	i	i	i	-11	-5	i	i	i	i	i
COc1cc(OC)cc(C(=O)NCC(=O)OCC(=O)N2CCc3ccccc32)c1	4	i	i	i	-5	-1	i	i	i	i	i
CN(C)S(=O)(=O)c1cccc(NC(=O)COC(=O)c2ccc(Br)o2)c1	21	i	i	i	-11	4	i	i	i	i	i
CCc1ccc(/C=C2\SC(=S)N(CCCC(=O)Nc3ccccn3)C2=O)cc1	5	i	i	i	-8	2	i	i	i	i	i
Fc1ccc(/C=N/Nc2nn[nH]n2)cc1	6	i	i	i	0	3	i	i	i	i	i
c1ccc(-n2c(-c3ccco3)nnc2N2CCOCC2)cc1	-18	i	i	i	-5	-8	i	i	i	i	i
COc1ccc(NS(=O)(=O)c2cccc(NC(=O)C34CCC(CC3)C4)c2)cc1	0	i	i	i	-7	3	i	i	i	i	i
COc1ccc(N(CC(=O)NCC2CCCO2)S(=O)(=O)c2ccc(C)cc2)cc1OC (stereo not given)	0	i	i	i	-20	-4	i	i	i	i	i
CC(=O)N1c2ccccc2-c2nc3ccccc3n2C1C (stereo not given)	-2	i	i	i	-13	2	i	i	i	i	i
CC(C)=CC(=O)N1CCC(N2CCC(C(=O)N3CCOCC3)CC2)CC1	-5	i	i	i	-16	-6	i	i	i	i	i
CC(=O)c1c(-c2ccc(C)cc2)nc2c3ccccc3ccn12	18	i	i	i	-4	3	i	i	i	i	i
CCC(C(=O)NCc1ccc(OC)cc1)n1nc(C)n2c(cc3occc32)c1=O (stereo not given)	1	i	i	i	-7	4	i	i	i	i	i
O=Cc1sc(N2CCOCC2)nc1-c1ccccc1	13	i	i	i	-10	-3	i	nt	nt	i	i
COC(=O)c1cc(S(=O)(=O)N2CCCC2=O)c(Cl)cc1Cl	-2	i	i	i	-3	-2	i	i	i	i	i
Cn1cnc2c(N3CCCCC3)nccc21	6	i	i	i	-8	-1	i	i	i	i	i
O=C(N/N=C/c1cn(-c2ccccc2)nc1-c1cccnc1)c1ccc(F)cc1	-8	i	i	i	-10	5	i	i	i	i	i
CC(C1CC2CCC1C2)n1c(COc2ccccc2F)nnc1SCC(N)=O (stereo not given)	6	i	i	i	-2	7	i	i	i	i	i
COc1ccc(CN(CC(=O)NC2CCCC2)C(=O)CCC(=O)Nc2nccs2)cc1	5	i	i	i	-10	-2	i	i	i	i	i
CC(NC(=O)Cc1ccc(NC2=NC3CS(=O)(=O)CC3S2)cc1)c1ccccc1 (stereo not given)	-1	i	i	i	-9	-1	i	i	i	i	i
C/C(NC(=O)c1cccc(F)c1)=C1/C(=O)C[C@@H]2[C@H]1C2(C)C	5	i	i	i	-4	7	i	i	i	i	i
CC(=O)NC(c1ccc([N+](=O)[O-])cc1)c1c(O)ccc2ccccc12 (stereo not given)	-2	i	i	i	-10	-1	i	i	i	i	i
C=C/C(C)=C/CC1C(=C)CCC2C(C)(C(=O)O)CCCC12C (stereo not given)	45	i	i	i	-9	0	i	i	i	i	i
CC1Cc2ccccc2N1C(=O)CO/N=C/c1ccccc1OC(F)F (stereo not given)	-2	i	i	i	-9	-5	i	i	i	i	i
CCOC(=O)c1c(N)sc(C(=O)Nc2ccc3c(c2)OCO3)c1C	7	i	i	i	-2	6	i	i	i	i	i
Cc1nn(CC(=O)NCCCN2CC(C)CC(C)C2)c(=O)c2cccn12 (stereo not given)	8	i	i	i	-5	-1	i	i	i	i	i
Cc1[nH]c(C)c(S(=O)(=O)N(Cc2ccccc2)C(C)(C)C)c1C(=O)N1CCCC1	2	i	i	i	-12	3	i	i	i	i	i
CSc1ncc(C(=O)Nc2cccc(S(N)(=O)=O)c2)n1-c1ccccc1	3	i	i	i	-8	-1	i	i	i	i	i
O=S(=O)(NN=C1CCCCCC1)c1ccccc1	-2	i	i	i	-8	-12	i	i	i	i	i
Cc1cccc(-c2nc(CS(=O)CC(=O)N3CCc4ccccc4C3)c(C)o2)c1 (stereo not given)	-1	i	i	i	-13	2	i	i	i	i	i
CC(C)Sc1nnc(CNC(=O)C23CC4CC(CC(C4)C2)C3)n1Cc1ccccc1	-13	i	i	i	-7	2	i	i	i	i	i
COc1ccc(N2C(=O)c3ccc(C(=O)OC(C)C)cc3C2=O)cc1	20	i	i	i	2	1	i	i	i	i	i
COc1ccccc1CNC1CCCc2ccccc21 (stereo not given)	1	i	i	i	-6	4	i	i	i	i	i

Compound activity as filed in PubChem BioAssay.
